# High-throughput results as filed in PubChem BioAssay.
# NCI-60 one-dose screen, 48 h, at 10 µM unless noted. Numbers give growth in % (100 = growth as untreated, 0 = no growth, -100 = all killed).
# SK-MEL-28: SK-MEL-28 melanoma; 81,000 tested, 4.1% active; AID 1794761
# SK-MEL-5: SK-MEL-5 melanoma | 80,000 tested, 6.4% active | AID 1794755
# MDA-MB-435: MDA-MB-435 melanoma. 82,000 tested, 7.8% active. AID 1794794
# MALME-3M: MALME-3M melanoma; 78,000 tested, 5.8% active; AID 1794766
# SK-MEL-2: SK-MEL-2 melanoma | 77,000 tested, 4.7% active | AID 1794763
# UACC-257: UACC-257 melanoma. 78,000 tested, 4.4% active. AID 1794764
# LOX IMVI: LOX IMVI melanoma; 79,000 tested, 7.4% active; AID 1794757
# UACC-62: UACC-62 melanoma. 81,000 tested, 5.4% active
# * hit, by the source's call; x = no result given; & = joins results of further samples. The calls were made as follows: active = growth percent below 10; inactive = the rest.
canonical_smiles,SK-MEL-28,SK-MEL-5,MDA-MB-435,MALME-3M,SK-MEL-2,UACC-257,LOX IMVI,UACC-62
CN1C(=S)N(C)C2C1NC(=O)N2/N=C/C=C/c1ccccc1[N+](=O)[O-] (configuration not stated),103,98,104,96,x,116,93,94
COc1cc2oc(-c3cccc(C(=O)Nc4ccc(C#N)cc4)c3)cc(=O)c2c(OC)c1OC,101,78,100,96,92,96,97,85
CCOC(=O)NNC(=S)Nc1ccccc1,106,100,95,110,116,102,100,96
C#CC(C)(O)c1ccc(Cl)cc1 (configuration not stated),110,101,110,125,106,101,95,-19*
O=C1CCc2c(sc3[nH]c(=S)n(Cc4ccc(Cl)cc4)c(=O)c23)C1,20,-81*,11,1.2*,-21*,-15*,2.4*,0.8*
COC(=O)c1c(NC(=O)CSc2nnnn2-c2ccc(OC)cc2)sc(C)c1C,108,115,109,104,19,17,91,75
NC(=S)N/N=C\C(O)CO (configuration not stated),102,92,97,105,110,83,90,97
COc1ccc(-c2cc(-c3ccc(Nc4nc(Nc5ccccc5)nc(Nc5ccc(Cl)cc5)n4)cc3)nc(N)c2C#N)cc1,-73*,-22*,-59*,-77*,-33*,-11*,-97*,23
CC(C)[C@@H](O)CC[C@@H](C)[C@H]1CC[C@@]2(C)C3CC[C@H]4[C@@H](C)[C@@H](O)CC[C@@]45C[C@@]35CC[C@]12C (some centres not stated),108,98,106,96,89,84,101,96
O=C(O)C(/C=C/c1ccccc1)=N\O,103,90,124,91,82,92,92,89
N#Cc1ccc(Oc2ccc3ccc(=O)oc3c2)cc1,107,103,120,126,135,114,93,88
NC(=O)c1ccccc1NC(=O)Cn1cc(COc2ccc(C=O)cc2)nn1,106,102,111,111,108,101,94,99

# Pulled by structure from the list above, two records:
canonical_smiles,SK-MEL-28,SK-MEL-5,MDA-MB-435,MALME-3M,SK-MEL-2,UACC-257,LOX IMVI,UACC-62
NC(=S)N/N=C\C(O)CO (configuration not stated),102,92,97,105,110,83,90,97
CCOC(=O)NNC(=S)Nc1ccccc1,106,100,95,110,116,102,100,96

# A portion from further up:
canonical_smiles,SK-MEL-28,SK-MEL-5,MDA-MB-435,MALME-3M,SK-MEL-2,UACC-257,LOX IMVI,UACC-62
CN1C(=S)N(C)C2C1NC(=O)N2/N=C/C=C/c1ccccc1[N+](=O)[O-] (configuration not stated),103,98,104,96,x,116,93,94
COc1cc2oc(-c3cccc(C(=O)Nc4ccc(C#N)cc4)c3)cc(=O)c2c(OC)c1OC,101,78,100,96,92,96,97,85
CCOC(=O)NNC(=S)Nc1ccccc1,106,100,95,110,116,102,100,96

# New compounds follow:
canonical_smiles,SK-MEL-28,SK-MEL-5,MDA-MB-435,MALME-3M,SK-MEL-2,UACC-257,LOX IMVI,UACC-62
COc1ccccc1NC(=O)C(/C=N/C(=S)NNC(C)=O)=C(/C)O,108,99,109,x,106,95,100,98
c1ccc(-c2ccc(-c3nccc4ccccc34)[nH]2)cc1,124,97,101,89,106,102,89,91
O=C1NC(=O)C2(CCCc3ccc(N(CCO)CCO)cc32)N1 (configuration not stated),109,103,102,88,116,95,94,105
C=CC1CNCCC1CC(=O)OCC (configuration not stated),115,102,101,104,106,91,97,x
CCN(CC)c1ccc(NC(C)=O)c(C)c1,110,97,113,120,x,76,104,103
CCCC(=O)NCCc1ccccc1,111,103,102,96,x,109,105,101
CCCN(CCC)c1nc(C)nc2nc(Cl)[nH]c12,111,97,101,92,103,73,95,96
O=C(O)C1=CSC[C@@H](C(=O)O)N1,87,95,94,98,104,81,105,94
Cc1cc(C)n(C(=O)c2sc(=S)n(-c3ccccc3)c2-n2nnc(C#N)c2N)n1,109,97,106,59,105,105,97,89
COc1ccccc1NC(=O)c1cc2cc(Br)ccc2cc1O,35,-75*,10,-1.4*,-32*,-21*,3.3*,24
CCOC(=O)C(CC1=CS(=O)(=O)c2ccc(Cl)cc21)(NC(C)=O)C(=O)OCC,112,107,98,112,120,94,102,109
CC(C)C1=CC2=CC[C@@H]3[C@](C)(CCC[C@@]3(C)C(=O)OCC#CCN3CCCC3)[C@H]2CC1,82,29,79,80,78,64,67,66
CC(=O)N1N=C(CCC(=O)c2nc3ccc([N+](=O)[O-])cc3[nH]2)OC1c1ccc(F)cc1 (configuration not stated),103,104,103,92,87,99,94,93
O=C1Nc2ccccc2/C1=C\c1nc(C2CCN(S(=O)(=O)c3ccc(F)cc3)CC2)n2ccccc12,60,75,71,3.9*,18,72,49,39
CCN(CC)c1ccc(/C=C/c2ccc3cc(C)ccc3[n+]2CC)cc1,2.7*,-98*,-33*,-2.0*,-32*,-19*,-8.3*,1.5*
CCN(CC)CCc1nc(-c2ccccc2)no1,106&90,116&85,99&90,120&86,104&98,90&87,95&64,96&77
Cc1nn(-c2ccccc2)nc1C(=O)Nc1ccc2[nH]ncc2c1,115,105,115,103,148,136,101,107
CC(C)=CCC/C(C)=C/CSc1nnc(-c2c(C)nc3ccc(Br)cn23)o1,103,91,103,101,109,90,91,79
CCN(CC)S(=O)(=O)c1ccc(O)c(NC(=O)c2[nH]c(C)c3c2CCCCC3=O)c1,x,51,57,70,61,x,28,x
C=C(C)C(CCCCC)(C(=O)OCC)C(=O)OCC,109,103,115,101,102,97,98,100
COc1ccc(Cn2nc(-c3cc(OC)c(OC)c(OC)c3)c3c2CCc2cnoc2-3)cc1OC,65,39,-7.2*,78,38,76,47,51
COc1ccc(-c2cc(-c3cc(OC)ccc3OC)[nH]c(=O)c2C#N)cc1,75,40,1.5*,52,x,59,45,48
COc1ccc(-c2cnc(N/N=C(\C)c3cc4ccccc4o3)s2)cc1,108,109,101,103,115,102,101,94
COc1ccc(/C=N/NC(=O)CNC(=O)Cn2c(=O)[nH]c3ccccc3c2=O)cc1,98,101,99,88,120,99,x,89
CC(=O)NS(=O)(=O)c1ccc(NCCc2c(C)nc3scc(-c4ccc(C)cc4)n3c2=O)cc1,103,89,89,110,114,102,91,89
C/C=C/c1ccc(O)c(OC)c1,132,124,96,96,116,105,104,103
CN(C)CCNC(=O)c1cc2c3cc(Cl)ccc3[nH]c2c2ncccc12,-59*,-39*,-41*,-30*,48,18,-77*,-86*
CCOC(=O)CCC(=O)Oc1ccc2c(c1OC(=O)CCC(=O)OCC)C(=O)c1ccccc1C2=O,46,105,154,124,113,109,98,102
COc1ccc(C2=CC(c3ccc(C)cc3Br)N3C=CSC3=N2)cc1OC (configuration not stated),105,101,101,103,108,101,102,100
COc1cc(/C=C/C(=O)c2cc(-c3cccc(Cl)c3)ccc2O)cc(OC)c1OC,106,79,85,x,91,89,70,71
Cc1cc(O)c(Cl)cc1Cl,113,109,112,110,119,102,101,102
O=C(CCCCCNC(=O)C(=O)O)Nc1ccccc1,110,105,105,110,104,108,100,101
O=C(NCc1ccco1)Nc1c(Cl)cc(Cl)cc1Cl,103,100,97,97,75,x,99,101
COc1nccc2c(-c3ccccc3)nc(N)nc12,128,102,95,102,100,105,113,101
c1ccc2c(c1)CCCN2c1nc(N2CCCCC2)nc(N2CCOCC2)n1,103,98,103,98,x,102,95,100
O=c1ccc(N=Nc2ccc(S(=O)(=O)Nc3nncs3)cc2)c(O)[nH]1,108,103,114,102,89,91,99,108
N#Cc1nc(-c2cccc(Br)c2)cc(-c2ccc(Nc3nc(N4CCCCC4)nc(N4CCCCC4)n3)cc2)c1N,x,-49*,-92*,-81*,-11*,-36*,-96*,-36*
CCN(CC)c1ccc(N2C(=O)/C(=C/c3cn(-c4ccccc4)nc3-c3ccc(Cl)cc3)SC2c2ccc(N(C)C)cc2)cc1 (configuration not stated),111,109,116,101,116,100,93,101
N=C(N)c1ccc(-c2ccc(-c3ccccc3)s2)cc1,113,96,12,97,105,103,-70*,95
C(=C\c1nn2c(-c3ccco3)nnc2s1)/c1ccccc1,97,99,98,106,x,112,102,87
CCC/C=C/C=N/NC(=S)Nc1ccccc1,102,95,101,111,97,80,97,92
CN1C(=O)/C(=C/c2ccc(C(=O)Nc3ncc(Cc4cccc(Cl)c4)s3)cc2)SC1=S,63,26,5.0*,68,92,80,23,20
CCCn1cnc2c(c1=N)C(c1ccc(F)cc1)c1sc3c(F)cccc3c1O2 (configuration not stated),56,42,-36*,54,46,73,43,12
Nc1nnc(-c2cc(=O)oc3ccc(Cl)cc23)s1,111,98,93,110,112,105,96,88
CCOc1ccc(NC(=O)c2ccccc2-c2ccccc2C(=O)O)cc1,109,106,104,x,101,112,x,99
O=C(CCCCCOc1ccc(NC(=O)Nc2ccc(Cl)cc2)cc1)NO,111,103,112,98,83,86,104,100
COc1cc(C2C(C(=O)c3ccccc3)=C(C)Nc3nc4ccccc4n32)cc(OC)c1OC (configuration not stated),111,100,104,95,119,96,x,86
COc1cccc(C2CC(=O)N(c3cc(Cl)cc(Cl)c3)C3=C2C(=O)OC3)c1 (configuration not stated),109,x,105,98,104,105,102,97
Cc1cccc(C(=O)Nc2cccc(C#Cc3cccc4[nH]nc(N)c34)c2)c1,93,82,68,72,40,102,x,79
Cc1ccc(C(=O)Nc2cc(-n3ccnc3)cc(C(F)(F)F)c2)cc1-n1cc(-c2cnc3cccnn23)nn1,35,73,63,-7.6*,61,48,39,19
C/C(=C(/C)C1CC1CCNS(=O)(=O)c1ccc(C)cc1)c1cccc(C(F)(F)F)c1 (configuration not stated),88,89,86,89,90,75,88,77
O=[N+]([O-])c1cc(-c2ccccc2)c(O)c([N+](=O)[O-])c1,66,29,86,120,75,95,83,32
N=C1SCC(=O)N1c1ncc(Cc2cccc(C(F)(F)F)c2)s1,94,82,79,87,108,82,58,65
CCN(CCO)C(=O)C(C)O (configuration not stated),103,99,102,109,98,110,109,107
c1cc(CSc2ncnc3nc[nH]c23)ccn1,112,94,107,99,111,115,96,95
Cc1ccc(NC(=O)[C@@H]2C[C@H]2CN2CCN(C)CC2)cc1Nc1nccc(-c2cccnc2)n1,109,x,93,96,104,122,97,109
CCn1cc(C(=O)O)c(=O)c2cc3c(cc21)OCO3,110&98,105&106,103&102,101,86&107,119&109,97&107,99&115
CCN(CCC(=O)OC)Cc1ccnc2ccccc12,105,103,104,98,99,86,77,97
O=C(/C=C/c1ccccc1Cl)c1ccc(O)c(CN2CCN(c3cc4c(cc3F)c(=O)c(C(=O)O)cn4C3CC3)CC2)c1,78,77,80,74,89,100,19,56
CC(=O)O[C@@H]1C[C@]2(C(C)C)O[C@@]1(C)[C@@H]1CCC(C)=C1[C@@H]2OC(=O)/C=C/c1ccccc1,97,91,92,86,90,90,83,84

# Following part
canonical_smiles,SK-MEL-28,SK-MEL-5,MDA-MB-435,MALME-3M,SK-MEL-2,UACC-257,LOX IMVI,UACC-62
N#Cc1c(-c2ccc(Cl)cc2)c2c(N)nn(-c3ccccc3)c2[nH]c1=O,116,100,102,106,110,114,x,98
O=C(Nc1cc(S(=O)(=O)O)cc2cc(S(=O)(=O)O)cc(O)c12)c1ccccc1,123,105,110,81,114,106,100,108
COc1ccc2c(c1)c(-c1nonc1-c1cn(C)c3ccccc13)cn2C,63,13,1.1*,52,41,67,47,38
Cc1ccccc1Nc1nc(N)nc(C)c1Br,114,103,102,102,114,79,111,92
COc1ccc(C(=O)/C=C/c2cccnc2Nc2cc(OC)c(OC)c(OC)c2)cc1,71,43,2.9*,81,47,36,-26*,50
COc1ccc(S(=O)(=O)NCCCNc2cc(-c3cn(C(C)(C)C)nc3-c3cccc(OC)c3)ccn2)cc1,103&114,83&101,99&110,91&105,103&115,108&109,97,93&101
COc1ccc(/C=C2\C=C(c3ccc(OC)cc3)N(C(=S)NN)NC2=O)cc1,95,92,98,87,100,95,102,94
COc1ccc(-n2c(-c3cc4ccccc4nc3Cl)noc2=O)cc1,109,82,91,98,98,94,96,62
O=C(O)COc1nc(-c2ccco2)cc(-c2ccc(Cl)cc2Cl)n1,112,82,53,119,91,110,83,95
Nc1cc2cc(Br)ccc2c(=O)n1NC(=O)c1ccc([N+](=O)[O-])cc1,107,100,104,99,112,100,x,92
COc1ccc(/C=C/C(=O)c2ccc(NC(=O)c3cc4cc5ccccc5nc4s3)cc2)cc1OC,105,94,102,99,103,108,94,97
Cc1cc(=O)[nH][nH]c1=O,110&111,110&102,108&98,100&106,118&109,85,94&97,97&93

# One compound at a time, from the list above. Order of values: SK-MEL-28 | SK-MEL-5 | MDA-MB-435 | MALME-3M | SK-MEL-2 | UACC-257 | LOX IMVI | UACC-62
# `CCn1cc(C(=O)O)c(=O)c2cc3c(cc21)OCO3` is listed with 110&98 | 105&106 | 103&102 | 101 | 86&107 | 119&109 | 97&107 | 99&115
# `CCOc1ccc(NC(=O)c2ccccc2-c2ccccc2C(=O)O)cc1` is listed with 109 | 106 | 104 | x | 101 | 112 | x | 99
# `COc1ccc(/C=C2\C=C(c3ccc(OC)cc3)N(C(=S)NN)NC2=O)cc1` is listed with 95 | 92 | 98 | 87 | 100 | 95 | 102 | 94
# `N=C1SCC(=O)N1c1ncc(Cc2cccc(C(F)(F)F)c2)s1` is listed with 94 | 82 | 79 | 87 | 108 | 82 | 58 | 65
# `O=C(O)C(/C=C/c1ccccc1)=N\O` is listed with 103 | 90 | 124 | 91 | 82 | 92 | 92 | 89

# More records
canonical_smiles,SK-MEL-28,SK-MEL-5,MDA-MB-435,MALME-3M,SK-MEL-2,UACC-257,LOX IMVI,UACC-62
COc1ccc(/C=N/NC2=Nc3ccccc3C(=O)N3CCC[C@@H]23)cc1,104,96,99,93,99,105,96,92
CCOC(=O)COc1ccc2c(=O)cc(-c3ccccc3)oc2c1,117,x,99,97,100,109,108,99
Cc1ccc(C(=O)C[n+]2cn(CCC(=O)Nc3cccc4cccnc34)c3ccccc32)cc1,92,88,103,x,107,100,97,97
CC(Oc1ccccc1-c1ccccc1)C(=O)N(C)C (configuration not stated),113,110,109,98,162,123,101,106

# An unsorted share of the library. About 13% of those tested had a hit in this group.
